Screens (PubChem)
Mtb UGM inh = blocks M. tuberculosis UGM enzyme; purified UGM, fluorescence polarization probe displacement; AID 504406; P9WIQ1; inhibition, % at 10 µM; 320,000 compounds, 0.06% hits; in the data active = inhibition above about 10%, passing the limit was not always enough
SARS 3CLpro inh = SARS-CoV 3CLpro protease inhibition; inhibition, % at 6 µM; 290,000 compounds, 0.14% hits; P0C6X7; recombinant SARS-CoV 3CLpro, quenched FRET peptide cleavage; in the data active = inhibition above about 12%
Vc quorum ag = induces V. cholerae light production without autoinducers. 350,000 compounds, 0.16% hits. activation, % at 18.7 µM. V. cholerae BH1578 lux reporter, luminescence, 6 h. AID 588436; in the data active = activation mostly above about 9.7%, no sharp cut-off; also: not every result past the cut was called active; inactives centre near 0; reference of the scale not given here
SSB-PriA inh = blocks PriA binding to SSB C-terminal tail. AlphaScreen SSBct-PriA binding, biotinylated peptide. inhibition, % at 33 µM. 430,000 compounds, 0.6% hits. AID 1272365; in the data active = inhibition mostly above about 37%, no sharp cut-off; inactive = mostly below about 20%;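 also: plate controls were negative control peptide for no effect and reference peptide for full effect; strong numbers were not always called active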
FBA Mtb inh = inhibitors of M. tuberculosis fructose-bisphosphate aldolase. P9WQA3. purified M. tuberculosis FBA, fluorescence read-out. inhibition, % at 1 µM. 360,000 compounds, 2.3% hits. AID 588726; in the data active = inhibition above about 27%;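 also: 0% = vehicle and 100% = reference inhibitor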
Target sequence (P9WQA3 whole entry, looked up): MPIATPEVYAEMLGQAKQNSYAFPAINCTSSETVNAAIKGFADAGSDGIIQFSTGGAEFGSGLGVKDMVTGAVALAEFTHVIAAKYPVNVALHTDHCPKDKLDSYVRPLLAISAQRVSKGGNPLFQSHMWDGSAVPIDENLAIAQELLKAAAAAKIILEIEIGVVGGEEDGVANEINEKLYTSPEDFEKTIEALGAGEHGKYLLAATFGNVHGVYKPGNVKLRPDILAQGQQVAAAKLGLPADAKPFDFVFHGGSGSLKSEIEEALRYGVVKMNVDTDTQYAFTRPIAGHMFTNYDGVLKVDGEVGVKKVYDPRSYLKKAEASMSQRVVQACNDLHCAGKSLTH
GDH-TPI inh = GDH-TPI coupled enzyme inhibition counter-screen; GDH-TPI coupled enzyme counterscreen, NADH absorbance; AID 588335; inhibition, % at 4.8 µM; 360,000 compounds, 1.2% hits; in the data active = inhibition above about 30%;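 also: 0% = DMSO wells and 100% = wells lacking the enzyme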
DUSP3 inh = DUSP3 (human) phosphatase inhibition; P51452; recombinant VHR phosphatase, pNPP absorbance; inhibition, % at 13.3 µM; 290,000 compounds, 0.52% hits; in the data active = inhibition above about 50%; also: some compounds called inactive have numbers as strong as hits
Target sequence (P51452 whole entry, looked up): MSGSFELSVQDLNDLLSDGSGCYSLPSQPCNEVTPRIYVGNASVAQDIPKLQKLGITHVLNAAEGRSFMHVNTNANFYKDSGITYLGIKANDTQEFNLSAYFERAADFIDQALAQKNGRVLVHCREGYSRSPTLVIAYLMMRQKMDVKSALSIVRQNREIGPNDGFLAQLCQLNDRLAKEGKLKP
Rv3671c protease = inhibitors of M. tuberculosis serine protease Rv3671c; P9WHR9; inhibition, % at 5.96 µM; 320,000 compounds, 0.048% hits; AID 2606; in the data active = inhibition above about 38%;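 also: extracellular domain of Rv3671c used as enzyme; 0% = enzyme with DMSO and 100% = no enzyme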
Target sequence (P9WHR9 whole entry, looked up, the tested form may be a part): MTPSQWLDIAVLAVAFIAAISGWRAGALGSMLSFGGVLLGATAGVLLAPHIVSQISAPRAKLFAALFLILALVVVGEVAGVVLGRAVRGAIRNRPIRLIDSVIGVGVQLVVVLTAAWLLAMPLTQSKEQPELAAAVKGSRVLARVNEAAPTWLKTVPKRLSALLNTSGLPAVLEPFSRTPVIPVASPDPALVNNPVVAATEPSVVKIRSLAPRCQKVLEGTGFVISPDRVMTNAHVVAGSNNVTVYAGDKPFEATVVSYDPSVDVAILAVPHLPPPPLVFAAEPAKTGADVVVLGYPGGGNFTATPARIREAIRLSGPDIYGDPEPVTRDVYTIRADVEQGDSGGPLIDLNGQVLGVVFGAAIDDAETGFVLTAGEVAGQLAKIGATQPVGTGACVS
BioA inh = blocks M. tuberculosis BioA enzyme activity | inhibition, % at 9.99 µM | purified M. tuberculosis BioA enzyme, plate reader | AID 602481 | 360,000 compounds, 0.096% hits; in the data active = inhibition above about 40%
MazF activator = activators of E. coli MazEF toxin-antitoxin RNase. FAM/BHQ RNA-DNA oligo cleavage fluorescence, 5 h. AID 504720. 350,000 compounds, 0.32% hits. P0AE70. activation, % at 20 µM; in the data active = activation above about 50%
Target sequence (P0AE70 whole entry, looked up): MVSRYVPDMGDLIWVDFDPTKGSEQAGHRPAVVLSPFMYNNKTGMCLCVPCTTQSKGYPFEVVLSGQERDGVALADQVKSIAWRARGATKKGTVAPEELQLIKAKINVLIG
Numbers without * were called inactive; i = inactive; . = no result given. These rows are one share of the data; count on the stated rates, not on these rows.

SMILES	Mtb UGM inh	SARS 3CLpro inh	Vc quorum ag	SSB-PriA inh	FBA Mtb inh	GDH-TPI inh	DUSP3 inh	Rv3671c protease	BioA inh	MazF activator
COc1ccc(/C=C(/NC(=O)c2ccc(OC)cc2)C(=O)NCCc2c[nH]c3ccccc23)cc1	-0.3	2.9	-0.3	2.7	-3.5	7.9	1.5	1.9	.	-4.2
COC(=O)C1C2OC(C(Br)C2Br)C1C(=O)OC (centres undefined)	.	.	-6.0	.	-2.5	2.2	.	.	.	8.1
CN(C)c1ncc(C(=O)O)cn1	-0.6	1.9	-1.2	-5.1	7.5	9.7	11.9	-7.5	-0.5	3.9
O=C(N/N=C/c1cccc2ccccc12)c1cccnc1	0.2	-4.8	i	.	-4.1	24.3	-2.2	-9.4	21.8	2.8
CC1(C(=O)NS(=O)(=O)c2cccc(C#N)c2)CCN1C(=O)Cc1ccc(Cl)cc1Cl (centres undefined)	.	.	i	.	0.2	1.8	.	.	0.0	.
CCC(C)C(=O)Nc1cccc(SC)c1 (centres undefined)	-1.2	2.0	.	.	.	.	19.7	-3.5	.	.
O=C(CC1C(=O)NCCN1CC1CCCCC1)NCc1ccc(F)cc1 (centres undefined)	2.2	-3.8	0.6	1.1	-1.5	-1.2	11.0	-9.3	-1.3	5.1
O=C(C1CCN(Cc2ccc(F)cc2)CC1)N(CCc1ccccc1)Cc1ccccc1	-1.8	0.8	i	-15.1	2.9	5.7	1.0	5.0	.	1.5
OC(C#CCN1CCCC1)(c1ccccc1)c1cccnc1 (centres undefined)	4.1	-5.7	8.3	-9.2	0.9	4.7	22.6	-5.0	-2.6	5.7
COc1cc2ncc(C(=O)c3ccccc3)c(N3CCN(Cc4ccccc4)CC3)c2cc1OC	-3.3	4.0	i	2.0	1.3	4.6	-2.5	-9.4	1.1	-23.7
CC1(C)C2CCC1(CS(=O)(=O)N1CCCc3ccccc31)C(=O)C2 (centres undefined)	-7.1	4.4	0.5	-21.2	-0.1	-2.5	-27.0	0.0	-0.9	0.8
COC(=O)c1ccc(NC(=O)CCN2C(=O)C3C4CCC(C4)C3C2=O)cc1 (centres undefined)	-1.0	-0.6	-0.6	-23.2	-2.6	-4.8	22.9	-2.1	-2.1	3.6
O=c1c2ccccc2nc(-c2ccccc2)n1-c1ccccc1	2.6	-3.8	-0.2	-12.5	2.3	12.9	17.2	5.5	2.0	11.0
COC(=O)c1nn(-c2ccccc2)c(Sc2ccc(C)cc2)c1/C=N/O	.	0.5	0.6	.	-1.1	-2.6	17.8	.	-0.7	3.0
CS(=O)(=O)N(CC(=O)N1CCCC1)c1cc(C(F)(F)F)ccc1Cl	-0.3	-2.2	-0.5	12.4	-0.7	-1.9	4.3	7.3	0.9	6.0
CCOc1ncccc1C(=O)OCC(=O)N(CC(C)C)c1c(N)n(Cc2ccccc2)c(=O)[nH]c1=O	-0.7	.	0.6	-9.2	0.4	-2.9	.	10.0	.	2.1
CC(/C=C/C=C/c1ccccc1)=N/NC(=O)C(O)c1ccccc1 (centres undefined)	0.9	9.1	0.8	.	-2.7	50.2*	28.8	-0.7	1.1	-1.1
O=C(CN(C(=O)c1csnn1)c1cccc(Cl)c1)NC1CCCCC1	1.2	0.0	-1.5	-6.5	-0.1	-1.5	7.4	-2.7	-1.5	5.8
C[C@@H](NC(=O)C[C@@H]1C[C@@H]2c3cc(NS(=O)(=O)c4ccc(F)cc4)ccc3O[C@@H]2[C@@H](CO)O1)c1ccccc1	.	.	-2.3	.	-4.1	0.0	.	.	0.1	6.7
CC(C)(C)C1CCC(N2CCN(c3ccccc3)CC2)CC1 (centres undefined)	0.9	-1.1	0.0	-0.7	-0.6	-1.5	-14.5	3.5	0.0	-2.2
COC(=O)c1sccc1NC(=O)c1ccc(OC)c([N+](=O)[O-])c1	-1.6	2.2	-0.5	-7.8	0.2	-0.6	1.1	3.1	-1.5	5.5
CCc1sc(NC(=O)CN2CCOCC2)nc1-c1ccccc1	0.5	1.4	i	4.6	2.7	5.0	10.8	-0.3	0.1	8.5
Nc1nnnn1CC(=O)N/N=C/c1cc([N+](=O)[O-])ccc1Cl	3.3	4.4	-1.4	.	-3.1	-11.2	33.4	0.4	.	10.3
CC(=O)N[C@@H](C)C(=O)N1CCN(S(=O)(=O)c2ccc(Cl)cc2)CC1	1.7	1.1	-0.3	0.7	2.1	1.2	17.8	0.0	.	10.1
COc1ccc(N2c3ccccc3CN(Cc3ccccc3)[C@@H](C)[C@H]2Cc2cccnc2)cc1	.	.	-0.4	.	1.8	9.4	.	.	-1.6	4.5

One compound at a time, as listed above.
Record of O=C(CC1C(=O)NCCN1CC1CCCCC1)NCc1ccc(F)cc1 (centres undefined) → Mtb UGM inh: 2.2; SARS 3CLpro inh: -3.8; Vc quorum ag: 0.6; SSB-PriA inh: 1.1; FBA Mtb inh: -1.5; GDH-TPI inh: -1.2; DUSP3 inh: 11.0; Rv3671c protease: -9.3; BioA inh: -1.3; MazF activator: 5.1
Record of CC(C)(C)C1CCC(N2CCN(c3ccccc3)CC2)CC1 (centres undefined) → Mtb UGM inh: 0.9; SARS 3CLpro inh: -1.1; Vc quorum ag: 0.0; SSB-PriA inh: -0.7; FBA Mtb inh: -0.6; GDH-TPI inh: -1.5; DUSP3 inh: -14.5; Rv3671c protease: 3.5; BioA inh: 0.0; MazF activator: -2.2
Record of CS(=O)(=O)N(CC(=O)N1CCCC1)c1cc(C(F)(F)F)ccc1Cl → Mtb UGM inh: -0.3; SARS 3CLpro inh: -2.2; Vc quorum ag: -0.5; SSB-PriA inh: 12.4; FBA Mtb inh: -0.7; GDH-TPI inh: -1.9; DUSP3 inh: 4.3; Rv3671c protease: 7.3; BioA inh: 0.9; MazF activator: 6.0

(listing goes on)
SMILES	Mtb UGM inh	SARS 3CLpro inh	Vc quorum ag	SSB-PriA inh	FBA Mtb inh	GDH-TPI inh	DUSP3 inh	Rv3671c protease	BioA inh	MazF activator
CCn1c(SCC(=O)Nc2ccc(N3CCOCC3)c(Cl)c2)nnc1-c1ccc(N)cc1	-0.7	3.4	0.2	2.4	1.4	-11.0	15.5	5.2	-2.2	3.4
COc1ccc(OC)c(N/C=C/C(=O)c2ccc(OC)c(OC)c2)c1	2.1	0.1	i	-5.2	-0.8	28.6	-3.2	3.3	-2.9	-16.5
Cc1ccc(CC2CC(=O)N(CC(=O)O)C2=O)cc1 (centres undefined)	0.8	5.8	2.9	-5.5	-1.4	-10.1	-7.5	-0.4	-2.9	-0.4
CCCC(=O)c1ccc(N2CCOCC2)c(F)c1	-0.7	-5.3	-0.3	-16.5	1.6	17.4	14.3	6.7	1.1	7.7
O=C(O)CC/C(=N\NC(=O)c1ccc(F)cc1)c1ccc(Br)cc1	0.9	1.1	-0.3	.	5.3	1.6	18.5	6.1	1.2	-24.6
NC(=O)C1CCN(C(=O)c2cc(S(=O)(=O)N3CCOCC3)c(Cl)cc2Cl)CC1	1.4	-2.1	i	-17.4	2.2	-4.6	2.9	-8.9	-3.7	0.8
COc1ccc(S(=O)(=O)N2CCOC23CCN(S(=O)(=O)c2ccccc2)CC3)cc1	4.0	.	i	-3.1	-2.3	1.4	.	0.2	0.6	0.6
COc1cccc(-c2n[nH]c(=S)n2Cc2ccco2)c1	2.5	1.5	-0.3	-4.0	6.6	4.3	18.8	-13.9	-0.1	-1.4
CC1=CC(=C(C#N)C#N)C=C(C)N1Cc1ccccc1	2.3	-1.6	-0.2	-1.6	-1.2	17.2	3.6	0.0	.	-3.4
CCn1c(=O)c(C(=O)Nc2ccccc2)c(O)c2ccccc21	-0.6	2.9	i	1.9	-2.0	13.4	9.4	9.4	-2.9	-0.7
CC(=O)C1CCC2C3CC=C4N(C)C(=O)CCC4(C)C3CCC12C (centres undefined)	.	.	i	-13.1	-2.1	0.0	.	.	-1.4	10.0
Cc1nn(-c2ccccc2)c(Cl)c1C(=O)N(C)c1nc(-c2ccc(F)cc2)cs1	-0.4	6.2	.	.	.	.	2.9	5.0	.	.
Cc1ccccc1NC(=O)Cc1nc(COC(=O)COc2ccccc2C(C)C)cs1	0.2	.	-1.2	-16.2	0.1	-2.9	.	-9.0	0.6	-4.3
CC(C)(C)c1cc(NC(=O)Nc2ccc(Br)cc2Cl)no1	2.5	1.4	-1.6	-11.7	-1.8	-10.2	1.2	-10.2	.	14.1
Cc1ccc(C(=O)Nc2ncccc2S(=O)(=O)c2ccccc2)cc1	-1.2	2.8	-0.7	0.6	2.8	0.0	11.3	.	-6.5	15.9
O=C(NC1CC2CCCC(C1)N2C(=S)NCCc1ccccc1)C1CC1 (centres undefined)	-3.2	5.9	4.3	-5.8	3.5	-2.1	-9.6	-5.6	.	-3.1
O=C(NCCNC(=O)c1ccc([N+](=O)[O-])cc1)c1ccncc1	0.7	-1.8	-0.2	-12.2	-7.3	7.3	13.1	-0.5	.	-2.6
Clc1ccc(CSc2nncn2-c2ccc3c(c2)OCCO3)cc1	-2.3	4.3	i	-2.8	0.9	-0.7	20.1	9.4	1.5	3.0
CCN(Cc1ccccc1)C(=O)CSc1ncn[nH]1	-1.4	-1.4	-0.2	2.2	1.4	0.8	31.1	2.6	-1.3	-0.5
CCOC(=O)c1c(C)[nH]c(C)c1C=O	-0.1	0.4	-0.3	-0.5	2.9	20.7	2.7	1.5	-2.4	0.1
Cc1cn(C(C)C)c(=O)n(-c2ccccc2)c1=O	.	.	i	-10.6	0.4	-0.9	.	.	-1.3	3.5
c1ccc2c(OCCCCN3CCCC3)cccc2c1	2.8	0.6	-0.7	-14.4	1.4	6.4	47.3	-5.0	1.1	4.8
CCOC(=O)c1cccc(NC(=O)CCc2ccccc2)c1	-0.3	3.7	i	1.7	1.5	-5.6	21.2	3.2	-0.8	-7.9
Cn1c(SCC(=O)N2CCOCC2)nc2c(c1=O)SCC2	-1.3	-1.6	i	11.2	-1.9	21.1	14.5	-4.2	13.2	2.9
Cc1cc(N2CCOCC2)nc(SCc2c(Cl)cccc2Cl)n1	-2.5	6.3	-0.2	-71.4	-3.8	-12.5	18.0	-9.1	1.2	-8.8

Remaining list, next part
SMILES	Mtb UGM inh	SARS 3CLpro inh	Vc quorum ag	SSB-PriA inh	FBA Mtb inh	GDH-TPI inh	DUSP3 inh	Rv3671c protease	BioA inh	MazF activator
CC1(C)c2[nH]c3ccccc3c2C[C@@H]2C(=O)N(c3ccc(F)cc3F)C(=O)N21	-0.2	.	-11.1	-10.1	0.2	4.4	.	0.0	0.0	-54.5
Nn1c(SCC(=O)NCc2ccc3c(c2)OCO3)nnc1C1CC1	-0.6	6.5	i	2.7	5.3	-7.8	24.9	11.7	0.2	-6.6
Cc1ccc(S(=O)(=O)N2CCC(=O)N(C(COC(=O)Nc3ccccc3)Cc3ccccc3)CC2)cc1 (centres undefined)	2.5	4.3	i	-2.5	-0.7	2.6	-10.7	-35.9	-2.3	-7.5
CC(O)(CS(=O)(=O)Cc1ccc(Cl)cc1)C(=O)Nc1cccc(C(F)(F)F)c1 (centres undefined)	0.5	-1.9	-0.4	-10.2	3.1	25.0	26.9	3.4	-2.3	6.0
Nc1c(S(=O)(=O)c2ccccc2)nnn1-c1ccccc1	-0.4	-4.7	-0.3	-16.4	-2.6	-7.7	30.5	4.9	0.2	-5.2
CCc1nc2c(OCCOc3ccccc3)cccn2c1N(C)C(=O)C1CC1	.	.	-0.8	.	-2.0	0.0	.	.	7.2	.
COC(=O)CCSc1nc(N2CCOCC2)c2c(c1C#N)CC(C)(C)OC2	0.6	0.9	-1.1	-11.8	1.3	5.7	17.0	5.4	-1.4	8.9
O=C(NCc1cc([N+](=O)[O-])ccc1O)c1cccnc1Sc1ccc(Cl)cc1	0.4	2.8	-0.6	9.9	-10.4	-1.4	13.7	1.7	0.7	6.7
COc1ccc(C(=O)N=C2SC3CS(=O)(=O)CC3N2c2ccc(N(C)C)cc2)cc1OC (centres undefined)	2.0	3.1	i	3.8	3.7	8.6	-3.0	5.1	-1.3	-4.8
Cc1ccccc1Oc1nc2ccccn2c(=O)c1/C=C(\C#N)C(=O)Nc1c(C)n(C)n(-c2ccccc2)c1=O	-0.7	-1.7	-0.3	-7.8	4.1	12.2	-1.6	0.5	.	1.4
